# High-throughput results as filed in PubChem.
# TbMetRS inhib: T. brucei MetRS inhibitors, primary screen, biochemical, luminescence; hit rate 0.4% among 360,000; methionyl-tRNA synthetase (Trypanosoma brucei brucei); inhibition, % at 11.9 µM; purified T. brucei MetRS, ATP depletion, Kinase-Glo luminescence;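 active means inhibition above a per-plate cutoff of the control wells' mean inhibition plus 3 SD, cut at about 5.5% in these data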;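 further: 0% = DMSO wells median and 100% = median of wells with control inhibitor compound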
#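 Test system – parasite MetRS enzyme · Reagent – substrates ATP, L-methionine and bulk Escherichia coli tRNA · Doses – 11.9 µM compound single dose, 0.9% DMSO · Times – 15 min enzyme-compound preincubation, 2 h reaction, 10 min detection, 25 °C · Signal – Kinase-Glo luminescence, ATP depletion format · Controls – DMSO-only wells as low control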
# MsrA inhibitor: bovine MsrA enzyme inhibitors, primary screen, biochemical, absorbance, HTS. Methionine sulfoxide reductase A (Bos taurus). purified bovine MsrA, absorbance read-out. inhibition, % at 15.5 µM. hit rate 0.75% among 360,000. AID 651718, 2012; in the data active means inhibition above about 4.5%;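 further: 0% = vehicle wells with enzyme and 100% = reference inhibitor wells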
# CSN inh: inhibitors of CSN-mediated cullin deneddylation, primary screen, biochemical, fluorescence polarization, uHTS; COP9 signalosome complex subunit 5 (Homo sapiens), Q92905; Purified CSN, SCF-Nedd8-OG deneddylation; inhibition, % at 12.5 µM; hit rate 0.38% among 360,000;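 active means pattern-corrected inhibition above about 35%, with an unprinted fluorescence ratio check between 0.5 and 1.5, limit read from the data, passing the limit was not always enough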;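 further: 0% = enzyme with substrate and 100% = substrate without enzyme; some results filed as inactive read as strong as hits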
# Target sequence (Q92905 whole entry, looked up, one chain of several): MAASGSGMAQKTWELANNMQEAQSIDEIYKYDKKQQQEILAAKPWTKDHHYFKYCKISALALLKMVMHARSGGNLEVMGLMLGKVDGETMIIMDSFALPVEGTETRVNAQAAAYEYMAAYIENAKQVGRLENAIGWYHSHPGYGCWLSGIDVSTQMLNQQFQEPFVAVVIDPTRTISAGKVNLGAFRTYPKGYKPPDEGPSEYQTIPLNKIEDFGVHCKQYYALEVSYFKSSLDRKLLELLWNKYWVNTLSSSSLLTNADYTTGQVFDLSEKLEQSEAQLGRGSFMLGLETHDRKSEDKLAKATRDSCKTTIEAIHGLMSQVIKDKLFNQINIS
#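 Assay system: purified human Csn5 enzyme expressed in HEK293T cells; Input: 0.24 nM Csn5 enzyme, final concentration; Reagent: 10 nM SCFSkp2-Nedd8OG; Compound dosing: 12.5 µM single point; Times: reaction 90 min, room temperature; Technique: fluorescence polarization readout.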
# eLon inh: inhibitors of E. coli Lon protease, primary screen, biochemical, fluorescence polarization; P0A9M0; purified E. coli Lon protease; inhibition, % at 7.94 µM; hit rate 0.42% among 360,000; AID 602123, 2011; in the data active means inhibition above about 13%, passing the limit was not always enough;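 further: 0% = enzyme with probe and DMSO and 100% = no enzyme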
# PABP1 MLLE inh: inhibitors of PABP1 MLLE–PAM2 peptide binding, primary screen, biochemical, fluorescence polarization, FITC-PAM2, GST-MLLE. Polyadenylate-binding protein 1 (Homo sapiens), P11940. inhibition, % at 20 µM. AID 588489, 2011. hit rate 0.36% among 360,000; in the data active means inhibition above about 35%, passing the limit was not always enough;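 further: plate controls were DMSO wells with GST-MLLE for no effect and wells lacking GST-MLLE protein for full effect; some results filed as inactive read as strong as hits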
# FAS-TE inh: FAS thioesterase domain inhibitors, primary screen, biochemical, fluorescence intensity, uHTS; recombinant FAS-TE, OMFH fluorogenic substrate, fluorescence endpoint; inhibition, % at 15 µM; hit rate 0.67% among 360,000; AID 602261, 2012;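 active means compounds whose normalised, plate-corrected inhibition of enzyme fluorescence in the single-dose primary screen is 50% or more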;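 further: 0% = DMSO with enzyme and 100% = substrate without enzyme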
# Rin1-Abl PPI inh: inhibitors of Rin1-Abl protein binding, primary screen, biochemical, TR-FRET; inhibition, % at 7.35 µM; hit rate 0.4% among 360,000; AID 588664, 2011; in the data active means inhibition above about 5%, passing the limit was not always enough
# Neddylation inh: inhibitors of cullin neddylation, primary screen, biochemical, TR-FRET, uHTS, NAE and Ubc12 | NEDD8-conjugating enzyme Ubc12 (Homo sapiens) + NEDD8-activating enzyme E1 regulatory … | calls only at 25 µM | hit rate 0.58% among 360,000; in the data active means inhibition above about 36%
# Target sequence (P61081 whole entry, looked up): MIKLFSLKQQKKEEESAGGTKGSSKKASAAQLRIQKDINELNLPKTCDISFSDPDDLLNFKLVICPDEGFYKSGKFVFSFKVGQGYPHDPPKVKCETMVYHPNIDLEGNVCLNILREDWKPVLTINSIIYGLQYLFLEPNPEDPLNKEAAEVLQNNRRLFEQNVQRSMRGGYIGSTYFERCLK
# Target sequence (Q13564 whole entry, looked up): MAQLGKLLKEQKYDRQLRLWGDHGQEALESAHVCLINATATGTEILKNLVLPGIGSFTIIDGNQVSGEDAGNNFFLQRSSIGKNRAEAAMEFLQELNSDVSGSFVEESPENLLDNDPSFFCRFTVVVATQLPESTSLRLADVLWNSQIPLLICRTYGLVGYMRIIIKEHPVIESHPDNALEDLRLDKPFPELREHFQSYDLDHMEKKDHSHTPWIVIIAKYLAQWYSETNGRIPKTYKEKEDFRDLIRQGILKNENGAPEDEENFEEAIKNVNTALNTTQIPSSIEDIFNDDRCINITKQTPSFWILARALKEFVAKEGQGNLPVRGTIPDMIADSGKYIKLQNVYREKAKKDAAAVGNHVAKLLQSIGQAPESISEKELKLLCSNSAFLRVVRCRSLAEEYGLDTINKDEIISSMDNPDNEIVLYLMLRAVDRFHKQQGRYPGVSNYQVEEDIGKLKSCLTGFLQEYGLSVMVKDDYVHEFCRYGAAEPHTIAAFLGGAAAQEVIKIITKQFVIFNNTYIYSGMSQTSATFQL
# MsrA act: bovine MsrA enzyme activators, primary screen, biochemical, absorbance, HTS | Methionine sulfoxide reductase A (Bos taurus) | purified bovine MsrA, absorbance read-out | activation, % at 10.6 µM | hit rate 0.3% among 360,000; in the data active means activation above about 7.5%;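 further: 0% = vehicle and 100% = reference activator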
# Numbers without * were called inactive; i = inactive; · = not tested or not shown.
SMILES,TbMetRS inhib,MsrA inhibitor,CSN inh,eLon inh,PABP1 MLLE inh,FAS-TE inh,Rin1-Abl PPI inh,Neddylation inh,MsrA act
O=C(NCCOc1ccc(F)cc1)C1CCC(=O)N(CCN2CCOCC2)C1 (stereo not drawn),0.0,0.9,0,-11,15,-4,-2,i,-1
COc1ccc(C(=O)NNC(=O)CN2CCN(c3nc(-c4ccccc4)cs3)CC2)cc1,-0.5,-0.3,-1,-9,21,-6,2,i,-3
Cc1ccccc1-n1c(SCC(=O)NCC2CCCO2)nnc1-c1ccncc1 (stereo not drawn),-0.1,0.0,1,6,-16,-6,-1,i,-2
Cc1ccc(Cl)cc1NC(=O)C(NS(=O)(=O)c1cccs1)c1ccccc1 (stereo not drawn),-0.2,-0.1,-20,-1,2,11,-2,i,-3
CSc1cccc(NC(=O)CN(c2ccc(C)cc2C)S(C)(=O)=O)c1,-0.5,0.3,-2,11,-12,14,-2,i,2
Cc1cc(C)cc(CC(=O)N2CCC2(C)C(=O)NS(=O)(=O)c2ccc(Cl)s2)c1 (stereo not drawn),-0.3,1.6,4,-2,1,-11,-3,i,-4
O=S(=O)(ON(c1ccccc1)S(=O)(=O)c1ccccc1)c1ccccc1,-1.1,-0.9,-14,-6,-2,-6,-3,i,-10
O=C(OCc1ccccc1)N1CCC2CC1c1ccc(N3CCN(Cc4ccc5c(c4)OCO5)CC3)cc12 (stereo not drawn),-0.8,-0.1,-4,2,-1,18,-1,i,-3
Cc1nn(Cc2cccc(C(=O)NC34CC5CC(CC(C5)C3)C4)c2)c(C)c1Br,-3.1,-0.6,1,4,-11,24,1,i,-6
C#Cc1ccc([C@H]2C=C(C(=O)N3CCOCC3)O[C@@H](OCC)[C@@H]2CCCO)cc1,-0.4,-0.4,-2,4,10,-8,6,i,-5
O=C(OCC12CC3CC(CC(C3)C1)C2)c1ccc(NCc2cc(O)ccc2O)cc1,0.3,-0.3,3,6,2,40,-1,i,-2
CCOC(=O)c1c(NC(=O)COC(=O)c2nc(Cl)ccc2Cl)sc2c1CCC2,0.5,1.5,4,-7,4,-11,0,i,-3
CCC(C(=O)OC)n1cnc2c(nnn2-c2ccc(F)cc2)c1=O (stereo not drawn),-0.8,1.6,3,-3,4,-6,-3,i,-8
CC[C@H](C)[C@H](NC(=O)c1ccccc1)C(=O)Nc1ccc(S(=O)(=O)Nc2cc(C)nc(C)n2)cc1,-0.4,-0.1,-3,11,-4,-7,0,i,-10
O=[N+]([O-])c1cccc(-c2nnc(-c3ccc4c(c3)OCO4)o2)c1,0.4,1.2,-3,-8,-7,40,-4,i,1
COc1ccc(NC(=O)CSc2nnc(Cc3cccs3)n2-c2ccc(C)cc2)cc1,-0.2,·,0,-4,-48,13,0,i,-1
CCN(CC)c1ccc(C(=O)NC(=S)N2CCN(Cc3ccc4c(c3)OCO4)CC2)cc1,-0.1,3.3,3,-13,-54,45,1,i,-8
COc1ccccc1CN1CCN(Cc2nc(-c3cccs3)no2)CC1,-0.4,0.9,-6,-1,-5,-1,0,i,-3
COc1ccc(OC)c(S(=O)(=O)N2CCC(C(=O)NCc3ccc4c(c3)OCO4)CC2)c1,0.1,0.1,-4,7,-1,0,2,i,-4
Cc1ccccc1NC(=O)C1CCCN(S(=O)(=O)c2cccc3cccnc23)C1 (stereo not drawn),-1.9,-0.5,2,6,-11,-1,-3,i,0
FC(F)Oc1ccc(C2N=C(c3ccccc3)NO2)cc1 (stereo not drawn),-0.9,-0.9,6,1,-16,-3,0,i,-6
O=C(Cc1n[nH]c(=O)[nH]c1=O)N/N=C/c1ccccc1,-0.2,-0.1,-1,-6,2,-9,-5,i,-4
N#Cc1c(N)n(C2CCCCC2)c2nc3ccccc3nc12,-0.9,2.2,8,-6,-15,3,-2,·,-7
COc1ccc(C(CNC(=O)c2cc3ccccc3o2)N2CCCC2)cc1 (stereo not drawn),-0.2,-0.2,-1,-9,10,-6,-1,i,0
COCCNc1oc(/C=C/c2ccccc2OC)nc1S(=O)(=O)c1ccccc1,-0.8,1.0,-3,1,6,19,2,·,-5
# Next part
SMILES,TbMetRS inhib,MsrA inhibitor,CSN inh,eLon inh,PABP1 MLLE inh,FAS-TE inh,Rin1-Abl PPI inh,Neddylation inh,MsrA act
COc1cccc(CNC(=O)c2ccc3c(c2)N(C)CCS3)c1OC,0.0,0.9,-5,-15,15,-5,-6,·,-1
Cc1ccc(S(=O)(=O)CCSc2cccc(C(=O)Nc3ccccc3C(=O)O)c2)cc1,-1.1,1.4,-1,3,36*,3,0,i,-6
CC1Sc2ccc(S(=O)(=O)CCC(=O)NC3CCCC(C)C3C)cc2NC1=O (stereo not drawn),-0.2,0.6,2,-11,-1,3,2,i,0
CC1(C)Cc2nc(N)c(=O)sc2C1,-0.7,1.1,2,3,5,-8,3,i,-5
O=C(O)CCCC(=O)Nc1ccc(C(=O)N2CCCCC2)cc1,-0.7,0.3,2,-4,14,-7,-2,i,0
Cc1ccc(NS(=O)(=O)c2cn(C)c(=O)n(C)c2=O)cc1C,-0.9,0.9,0,-5,7,-5,-1,i,-3
COc1cc(C(=O)NCC(=O)Nc2c(C)cccc2C)ccc1OCc1ccccc1,-0.2,-0.4,-3,4,-4,-2,3,i,-6
CCOc1ccc(S(=O)(=O)c2ccc(C)cc2)c2c1no[n+]2[O-],-0.1,2.5,2,10,3,34,-2,i,0
O=C(Nc1cccc2cccnc12)c1csc([C@@H]2O[C@H](CO)[C@H](O)[C@H](O)[C@H]2O)n1,-0.6,2.2,4,-1,-9,-6,-1,i,-11
O=C(CC1C(=O)NCCN1C(=O)c1ccc(F)cc1)OCc1ccccc1 (stereo not drawn),-0.9,-0.5,0,-1,3,-1,4,i,-3
O=S(=O)(Cc1cccc(F)c1)c1c[nH]c2ccccc12,0.1,0.1,1,5,-3,-7,-2,i,-13
COc1ccc(C(=O)Nc2ccnn2C2CCN(Cc3cn(C)nc3C)CC2)cc1,-0.4,0.4,2,-7,-4,-8,1,i,0
Nc1ncc(-c2cc3ccccc3oc2=O)s1,-0.6,1.3,-1,-12,12,-2,0,i,6
CCOc1ccc(S(=O)(=O)N2CCN(C(=O)c3cc(C4CC4)nn3-c3ccccc3)CC2)cc1,-0.3,0.9,2,1,-5,37,4,i,-1
Cc1cccc(NC(=O)CSc2nnc(-c3ccccc3C)o2)c1,-0.8,0.1,3,7,-7,12,-2,i,3
Cc1cc(C(=O)NCc2ccc3c(c2)OCO3)c(C)o1,0.2,-0.3,3,0,9,-7,-1,i,-5
CCCCCCCCCCCCCCCC[n+]1cccc2ccccc21,-1.3,-1.5,36*,-2,-143,-154,-2,i,-10
Cc1cccc(NC(NC(=O)c2ccccc2[N+](=O)[O-])C(Cl)(Cl)Cl)c1 (stereo not drawn),-1.4,-2.0,0,-15,-10,4,-2,i,-6
O=C(CCC1CCCC1)NCCCN1CCOCC1,0.1,-1.1,7,-4,9,-8,1,i,6
O=C(Nc1ccccc1Oc1cccnc1)C1CCCN(Cc2ccc(F)cc2)C1 (stereo not drawn),-0.3,-0.3,0,-12,-2,-2,1,i,-2
Cc1nc([N+](=O)[O-])c(Br)n1CC(=O)c1ccc2ccccc2c1,0.2,0.9,2,-5,-115,4,0,i,-2
COc1ccc(C(=O)Nc2ccccc2SCc2cc(=O)n3nc(C)sc3n2)cc1OC,-0.2,0.3,2,1,6,-4,2,i,-2
COc1ccc(C2(CNC(=O)c3ccccc3)CCOCC2)cc1,0.2,0.1,2,2,0,-6,-3,i,-1
O=C1CC(c2ccccc2Oc2cccc(Cl)c2)C(n2cncn2)C(=O)C1C1NCCc2ccccc21 (stereo not drawn),-0.3,-2.1,-1,1,4,0,1,i,-2
COc1ccc(N(CC(=O)Nc2cccc(N(C)S(C)(=O)=O)c2)S(=O)(=O)c2ccc(F)cc2)cc1,-0.4,0.2,0,-6,-4,9,-4,i,-3
# Continued.
SMILES,TbMetRS inhib,MsrA inhibitor,CSN inh,eLon inh,PABP1 MLLE inh,FAS-TE inh,Rin1-Abl PPI inh,Neddylation inh,MsrA act
CC1(c2cccc(Br)c2)NC(=O)N(CC(=O)Nc2ccc(N3CCCCC3)cc2)C1=O (stereo not drawn),-0.1,-0.1,5,-19,22,9,4,i,-2
CCOC(=O)c1nnc2cc(C)nn2c1C,0.8,-0.8,-1,0,-10,-1,-5,i,-2
CCOC(=O)C1(CCOc2ccccc2)CCN(C(=O)c2ccc(-n3cccn3)cc2)CC1,-0.6,0.7,-2,-3,6,10,1,i,-3
CCOC(=O)C[n+]1c(C)csc1C,0.1,-0.4,2,-6,36,-11,3,i,-3
O=C(NC1CCCCC1)c1cc(-c2ccccc2O)on1,-0.3,0.9,1,4,8,-1,2,i,0
Cc1cc(NC(=O)CSCC(=O)Nc2ccc(Cl)c(C(F)(F)F)c2)no1,-0.6,0.1,2,11,-3,1,-2,i,-8
O=C(CCNC(=O)c1ccccc1Cl)NN=Cc1ccco1,-0.1,-0.5,-2,-4,12,-2,3,i,-5
C[C@H](CO)N1C[C@H](C)[C@@H](CN(C)C(=O)Nc2ccccc2)Oc2ccc(NS(=O)(=O)c3ccc(F)cc3)cc2C1=O,-0.2,-0.5,-5,-4,3,-7,1,i,-1
CC(=O)Nc1ccc(N2C(=O)c3ccc(C(=O)Nc4nnc(SCc5ccc(F)cc5)s4)cc3C2=O)cc1,0.1,-0.1,7,-3,-25,7,-2,i,-4
Cc1ccc(NC(=O)CO/N=C(\N)c2ccccc2)cc1C,0.2,-0.1,5,8,10,-3,1,i,-1
COc1ccc(N2CCN(C(=O)CCNC(=O)c3ccc(C(C)(C)C)cc3)CC2)cc1,-0.8,-0.2,1,-5,-10,-4,1,i,-3
COC(=O)[C@@]12C[C@@H](CC(=O)NCCCCc3ccccc3)C(=O)N(Cc3ccco3)C1=CCC(C)(C)C2,-0.2,-0.3,-2,·,·,·,·,i,·
CN1CCN(c2ccc(NC(=O)COc3cccc4ccccc34)cc2)CC1,-1.1,-0.2,0,-10,2,-2,0,i,-7
COc1ccc(CNc2ccc(C(=O)O)cc2)cc1,-0.1,-0.8,-7,-5,-4,-6,3,i,1

# Some of the entries above, reformatted:
# Sequence of screens – TbMetRS inhib	MsrA inhibitor	CSN inh	eLon inh	PABP1 MLLE inh	FAS-TE inh	Rin1-Abl PPI inh	Neddylation inh	MsrA act
CCOC(=O)c1nnc2cc(C)nn2c1C
    0.8	-0.8	-1	0	-10	-1	-5	i	-2
CCOC(=O)C1(CCOc2ccccc2)CCN(C(=O)c2ccc(-n3cccn3)cc2)CC1
    -0.6	0.7	-2	-3	6	10	1	i	-3
CCOC(=O)C[n+]1c(C)csc1C
    0.1	-0.4	2	-6	36	-11	3	i	-3
O=C(NC1CCCCC1)c1cc(-c2ccccc2O)on1
    -0.3	0.9	1	4	8	-1	2	i	0
Cc1cc(NC(=O)CSCC(=O)Nc2ccc(Cl)c(C(F)(F)F)c2)no1
    -0.6	0.1	2	11	-3	1	-2	i	-8
